Salmonella PhoP GFP: PhoP regulon inhibitors, Salmonella typhi PhoP promoter GFP reporter, confirmatory (AID 1850) | inhibition, % at 50 µM; hits with a dose series show IC50 in µM | Salmonella Typhi PhoP-promoter GFP reporter, fluorescence, 4 h; higher % means a stronger effect | 310,000 compounds, 0.33% hits; in the data active means a potency from the dose series; inconclusive means inhibition mostly from about 25% at the one dose, without a potency; inactive means the rest, 99 in 100 with inhibition below about 19%;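 further: 0% = induced wells with vehicle and 100% = uninduced wells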
H37Rv inhibition: M. tuberculosis growth inhibition, HTS (AID 449762) | M. tuberculosis H37Rv growth inhibition, 7H9 media; higher % means a stronger effect | one-dose inhibition, % at 25 µM; IC50 in µM for titrated hits | 330,000 compounds, 0.59% hits; in the data active means a potency from the dose series; inconclusive means inhibition above about 70% without an active follow-up result;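 further: bacterial growth assessed after seven days of incubation; strong numbers were not always called active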
influenza NS1A: H1N1 influenza NS1A inhibitors, functional cell based assay (AID 504329). NS1A functional cell-based assay, percent inhibition; higher % means a stronger effect. one-dose inhibition, % at 12.5 µM; IC50 in µM for titrated hits. 340,000 compounds, 0.3% hits; in the data active means a potency from the dose series; inconclusive means inhibition above about 27% without an active follow-up result; further: strong numbers were not always called active
inhibitors of VEEV: inhibitors of VEEV TC-83 cytopathic effect, confirmation, Vero cells (AID 588727); 350,000 compounds, 0.13% hits; one-dose inhibition, % at 20 µM; IC50 in µM for titrated hits; Vero cells, VEEV TC-83 cytopathic effect inhibition; higher % means a stronger effect; in the data active means a potency from the dose series; inconclusive means inhibition mostly from about 14% at the one dose, without a potency; inactive means the rest, 99 in 100 with inhibition below about 12%; further: strong numbers were not always called active
tuberculosis growth: growth inhibition of non-replicating M. tuberculosis (AID 488890); one-dose inhibition, % at 25 µM; IC50 in µM for titrated hits; Mycobacterium tuberculosis non-replicating, growth inhibition; higher % means a stronger effect; 320,000 compounds, 0.39% hits; in the data active means a potency from the dose series; inconclusive means inhibition mostly from about 82% at the one dose, without a potency; inactive means the rest, 99 in 100 with inhibition below about 76%;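 further: plate controls were DMSO cells for no effect and high antibiotic wells for full effect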
inhibitors of VEEV 10K pilot screen: further read-out of inhibitors of VEEV, marked with its call; inhibition, %; measured here: 10K pilot screen inhibition
An asterisk follows results filed as active; i = inactive; ? = inconclusive; . = not tested or not shown.

SMILES	Salmonella PhoP GFP	H37Rv inhibition	influenza NS1A	inhibitors of VEEV	tuberculosis growth	others
Cc1ccccc1C(=O)N1CCC(C(=O)NCCc2ccc(S(N)(=O)=O)cc2)CC1	8%	6%	-5%	i	-3%
Cc1c(N=Cc2ccc(-c3ccc(Cl)cc3)o2)c(=O)n(-c2ccccc2)n1C	-5%	?	-13%	1.1%	?
COc1ccc(C(C(=O)NC2CCCC2)N(C(=O)CNC(=O)c2ccco2)c2cccnc2)cc1 (stereo unspecified)	-4%	-5%	5%	0.3%	0%
CCCN1C(=O)C(NC(C)=O)c2cc(OC)ccc21 (stereo unspecified)	-3%	7%	-20%	1.6%	11%
NS(=O)(=O)c1ccc(NC(=S)NC2CC2)cc1	-48%	3%	1%	0.6%	18%
COc1cc(S(=O)(=O)NCc2ccccn2)ccc1Cl	-2%	5%	-5%	0.7%	-2%
Nc1cc2nn(-c3ccccc3)nc2cc1Cl	.	.	-6%	5.4%	.
O=Cc1ccc(-c2ccccc2OC(F)(F)F)o1	17%	-1%	-5%	0.5%	-7%
CCOC(=O)c1ccc(Oc2c(C)oc3c(CN4CCN(C)CC4)c(O)ccc3c2=O)cc1	-3%	-3%	14%	0.1%	-2%
Cc1ccc(CN(Cc2cccnc2)C(=S)Nc2cccc(Cl)c2C)cc1	-6%	3%	0%	2.8%	15%
O=C(CSc1nnc(-c2ccc(C(F)(F)F)cn2)s1)c1ccccc1	-5%	-7%	-2%	0.7%	31%
COc1cc2cc(CCCOC(=O)CCCC(=O)O)oc(=O)c2cc1OC	.	-6%	0%	0.2%	23%

Continued, overlapping the part above by 6 compounds.
SMILES	Salmonella PhoP GFP	H37Rv inhibition	influenza NS1A	inhibitors of VEEV	tuberculosis growth	others
Nc1cc2nn(-c3ccccc3)nc2cc1Cl	.	.	-6%	5.4%	.
O=Cc1ccc(-c2ccccc2OC(F)(F)F)o1	17%	-1%	-5%	0.5%	-7%
CCOC(=O)c1ccc(Oc2c(C)oc3c(CN4CCN(C)CC4)c(O)ccc3c2=O)cc1	-3%	-3%	14%	0.1%	-2%
Cc1ccc(CN(Cc2cccnc2)C(=S)Nc2cccc(Cl)c2C)cc1	-6%	3%	0%	2.8%	15%
O=C(CSc1nnc(-c2ccc(C(F)(F)F)cn2)s1)c1ccccc1	-5%	-7%	-2%	0.7%	31%
COc1cc2cc(CCCOC(=O)CCCC(=O)O)oc(=O)c2cc1OC	.	-6%	0%	0.2%	23%
CCN(CC(=O)NCc1ccc(Cl)cc1)C(=O)C(C)Sc1ccccc1 (stereo unspecified)	2%	-7%	-11%	4.0%	15%
Cc1ccc(NC(=O)CCn2c(=O)[nH]c3ccsc3c2=O)cc1C	13%	7%	1%	5.0%	5%
CC(C)c1ccc(OCC(=O)NCc2ccco2)cc1	4%	-4%	8%	1.9%	-2%	inhibitors of VEEV 10K pilot screen=0.7
Cc1cccc(-n2nnc(C(=O)NC3CCCc4ccccc43)c2N)c1 (stereo unspecified)	-4%	5%	-2%	5.8%	17%
C=CCNC(=S)N1CCN(c2ncc(C(F)(F)F)cc2Cl)CC1	-3%	6%	1%	i	-9%
Cc1ccc(NC(=O)c2ccc3c(c2)NC(=O)CS3)nc1	6%	0%	-2%	7.8%	-12%
COc1cccc(-c2cc(C(F)(F)F)nc(-n3cccn3)n2)c1	3%	-1%	5%	6.5%	21%
Clc1ccccc1Cn1nnc2c(N3CCCC3)ncnc21	2%	2%	3%	i	-2%
COc1ccc(-c2cc(C(=O)Nc3cccnc3)no2)cc1OC	-8%	13%	1%	1.1%	19%
COc1ccc(NC(=O)CN2CCCCCC2)cc1OC	-1%	1%	0%	i	1%
COc1ccc([N+](=O)[O-])cc1-c1nc2ccccc2nc1-c1ccccc1	1%	3%	-2%	4.5%	-5%
COC(=O)CCc1nc2ccccc2[nH]c1=O	9%	-1%	0%	1.7%	6%

Continued; the last two above are carried over.
SMILES	Salmonella PhoP GFP	H37Rv inhibition	influenza NS1A	inhibitors of VEEV	tuberculosis growth	others
COc1ccc([N+](=O)[O-])cc1-c1nc2ccccc2nc1-c1ccccc1	1%	3%	-2%	4.5%	-5%
COC(=O)CCc1nc2ccccc2[nH]c1=O	9%	-1%	0%	1.7%	6%
Cc1ccc(-n2c(Cl)c(Cl)[nH]c(=O)c2=O)cc1	-7%	-7%	-3%	1.0%	36%
Cc1ccc(S(=O)(=O)CC(=O)Nc2nccs2)cc1	0%	-3%	-8%	3.2%	15%
O=C1c2ccccc2-c2c1c1ccccc1c(=O)n2CCO	.	.	9%	7.9%	.
CN1CCN(c2ccc(NC(=O)CSc3ccccc3)cc2F)CC1	44%	2%	-2%	1.0%	3%
COc1cccc(CNC(=O)CSC(=S)N2CCCC2)c1	-1%	2%	12%	i	?
CCN1C(=O)[C@H]2[C@@H](c3ccc(C)cc3)N3C(=O)N(c4ccc(C)cc4)C(=O)[C@@]3(CC)[C@H]2C1=O	-4%	0%	0%	0.1%	-3%
C(=N\Nc1nc2ccccc2s1)/c1ccccn1	8%	?	.	25%	?
CCc1nn2c(=O)c(S(=O)(=O)Nc3ccc(C(C)C)cc3)c(C)nc2s1	20%	-1%	-3%	0.7%	18%
CCn1c(SCC(=O)Nc2nonc2C)nnc1-c1ccco1	-10%	-10%	-15%	3.2%	-15%
COc1ccc(/C=N/NC(=O)c2nc(-c3ccccc3)n(-c3ccccc3)n2)cc1OC	-2%	-3%	0%	0.9%	3%
COc1cc(/C=C/C(=O)OCC(=O)NCc2ccco2)ccc1O	7%	-1%	5%	0.1%	3%
O=[N+]([O-])c1ccc(/C=N/Nc2nc(NCc3ccccc3)nc(N3CCOCC3)n2)cc1	5%	7%	-9%	3.2%	3%
CCN(Cc1ccncc1)C(=O)CCc1nnc(CCc2ccccc2OC)o1	-2%	-5%	4%	i	-1%
COc1ccc2cc3cc(C(=O)N4CC(C)CC(C)C4)oc3nc2c1 (stereo unspecified)	14%	?	0%	6.6%	74%
CCOC(=O)Cn1c(=O)n(Cc2ccccc2)c(=O)c2cccnc21	-2%	-1%	-6%	0.6%	5%
CN(Cc1cccnc1)Cc1cn[nH]c1-c1ccc(-c2ccccc2)cc1	3%	40%	-8%	7.9%	29%
O=C(COC(=O)/C=C/c1cccs1)Nc1ccc2ccccc2c1	-1%	?	-4%	1.2%	65%
COC(=O)c1sc2nc(C)nc(SCC(=O)C(C)(C)C)c2c1C	-9%	-10%	2%	1.3%	41%
CN(Cc1cnn(C)c1)S(=O)(=O)c1cccc([N+](=O)[O-])c1	-3%	7%	-11%	0.7%	-2%
COc1ccccc1N1CCN(C(=O)CSc2nnc3c4ccccc4n(CC(=O)O)c3n2)CC1	7%	8%	-9%	0.3%	-2%
O=C(Nc1ccc(C(=O)O)cc1)/C(=C\C=C\c1ccccc1)NC(=O)c1ccccc1Cl	1%	5%	-8%	8.6%	30%
N#CCc1nnc2n1-c1ccccc1CCC2	4%	-4%	7%	1.2%	2%
COCCNC(=S)N(CCc1c(C)[nH]c2ccc(Cl)cc12)Cc1cccnc1	3%	7%	0%	1.2%	10%
O=C(NNC(=O)c1ccc([N+](=O)[O-])cc1)NC1CCCCC1	7%	-7%	-22%	i	5%
CCC(C(=O)OC(C)C)c1ccc2ccccc2c1 (stereo unspecified)	.	-9%	-4%	0.5%	-21%
COc1ccc(-c2cc(C(=O)NCCCN3CCCC3=O)c3ccccc3n2)cc1	1%	1%	4%	9.9%	-6%
CCCN(CC(=O)Nc1cc(Cl)ccc1Cl)C(=O)c1ccc2n[nH]nc2c1	.	6%	-5%	1.4%	30%
CC(=O)Oc1ccc2c(=O)c(N3C(=O)c4ccccc4C3=O)c(C)oc2c1C	7%	-1%	-12%	0.5%	13%
CCCn1c(Nc2cccc(OC)c2)nc2ccccc21	-4%	-2%	-3%	0.2%	12%
Cc1ccc(-c2nc(Nc3cccc(O)c3)c3ccccc3n2)cc1	6%	15%	-7%	5.8%	-2%
CN(C(=O)CSc1nnc(CN2CCCC2)n1Cc1ccccc1)c1ccccc1	-2%	-10%	-16%	2.2%	14%
O=C(CSc1nnc(-c2ccc(F)cc2)o1)N1CCCC1	11%	-7%	-10%	0.6%	?
COc1ccc(C(C)=O)cc1COC(=O)CNC(=O)c1ccc(Cl)cc1	0%	-2%	-15%	i	20%
COCCCNc1nc2c(-c3cccc(C)c3)nnn2c2ccccc12	2%	-2%	-11%	7.7%	-3%
Cc1cc(=O)n2nc(N3CCC(C(=O)Nc4cccc(Cl)c4C)CC3)sc2n1	1%	2%	4%	i	0%
O=C(CN(C(=O)CNC(=O)c1cccs1)c1ccccc1F)NC1CCCC1	0%	2%	-5%	i	-12%
COc1ccc(CN2C(=O)CN=C2Nc2cccc(C)c2C)cc1	17%	-1%	1%	0.3%	-19%
CC(C)CNC(=O)C1CCN(Cc2ccc(OCc3ccccc3)cc2)CC1	-5%	5%	-2%	i	30%
S=c1[nH]c2cnc(Cl)nc2[nH]1	.	.	-14%	i	.
O=[N+]([O-])c1ccc(O)c(Nc2c([N+](=O)[O-])ccc3nonc23)c1	11%	8%	64µM*	i	73%
Cc1cc(NC(=O)COn2nnc3ccc(S(C)(=O)=O)cc32)ccc1Br	3%	50%	5%	3.3%	-1%
CC(C)c1nc(SCC(=O)Nc2nc3c(s2)CCCC3)c2ccccc2n1	5%	7%	1%	i	27%
C[C@H]1CN=C(N(C)C)N1CCc1ccc(F)cc1	-1%	2%	-10%	1.0%	-17%
CCC(=NCc1ccco1)c1c(O)n(-c2ccc(OC)cc2)c(=O)[nH]c1=O	1%	-5%	-18%	3.2%	-2%
Cn1c(SCC(=O)N2CCCCCC2)nc2c(c1=O)SCC2	-12%	-4%	-1%	1.2%	0%
COc1ccc(CC(O)CC2c3c(cc4c(c3OC)OCO4)CCN2C)cc1 (stereo unspecified)	4%	-2%	20%	i	26%
O=C(O)c1ccc2oc(=O)c(S(=O)(=O)c3ccccc3)cc2c1	8%	-6%	2%	0.4%	-11%
CC#CCCC(=O)N1C=Cc2ccccc2C1C#N (stereo unspecified)	6%	-9%	1%	1.0%	7%
COc1ccc(C(=O)C2CCN(C(=O)Nc3ccc(C)cc3)CC2)cc1	4%	-2%	-4%	0.4%	28%
Cc1nn(S(=O)(=O)N2CCCCC2)c(C)c1Br	14%	7%	1%	0.5%	4%
CCCn1cc(CN2CCCC(C(=O)c3cccc(OC)c3)C2)c(C)n1 (stereo unspecified)	1%	3%	5%	0.7%	-6%
CCOC(=O)N1CCN(C(=O)c2cc3c(=O)n4ccccc4nc3s2)CC1	-7%	-20%	-10%	3.2%	-11%
O=C(COC(=O)c1ccc(Cl)c(S(=O)(=O)N2CCCCC2)c1)NCC1CCCCC1	.	-11%	-5%	1.5%	14%
CN(CC(=O)NCCc1ccccc1)S(=O)(=O)c1ccccc1	8%	-5%	5%	0.8%	-18%
CN(CC(=O)Nc1ccc2c(c1)OCCO2)S(=O)(=O)c1ccc(Br)s1	7%	-6%	3%	0.4%	2%
C[C@H](NC(=O)c1cc2cc(Cl)ccc2n1C)C(=O)N1CCC[C@H]1C(=O)O	-14%	-6%	-1%	0.2%	-8%
CC(=O)c1ccccc1OCC(O)Cn1ccnc1 (stereo unspecified)	-2%	7%	-21%	0.3%	-2%
N#Cc1c(NCCN)nc(NCc2ccccc2)c2c1CCN(Cc1ccccc1)C2	.	.	12%	4.7%	.
CCN(CC)S(=O)(=O)c1ccc(OC)c(NC(=O)CCS(=O)(=O)Cc2ccccc2)c1	-13%	-7%	-13%	5.0%	-4%
Cc1onc(C(=O)NN)c1-c1csc(COc2ccccc2)n1	2%	-5%	-4%	5.6%	2%

(listing goes on)
SMILES	Salmonella PhoP GFP	H37Rv inhibition	influenza NS1A	inhibitors of VEEV	tuberculosis growth	others
O=C1CSc2ccc(S(=O)(=O)CCC(=O)NC3CCCCC3)cc2N1	-11%	-4%	4%	0.1%	7%
CC(OC(=O)c1ccccc1NCCO)C(=O)NC1CCCCC1C (stereo unspecified)	7%	10%	-1%	0.0%	3%
CN(C)c1nc(N(C)C)n(C(=O)c2ccc(F)cc2)n1	1%	-3%	-8%	i	1%
COCCNC(=O)c1cc(Sc2nnc(C)s2)nc2ccccc12	-2%	4%	.	.	-10%
Cn1c(NCc2cccs2)nc2ccccc21	7%	-2%	5%	0.8%	4%
Cc1ccc(-c2ccc(/C=N/n3cnnc3)o2)cc1	-8%	?	-18%	i	73%
Cc1c(NC(=O)/C(C#N)=C\c2cccs2)c(=O)n(-c2ccccc2)n1C	-3%	-5%	-2%	i	-9%
O=C1c2ccccc2NC(c2cccc([N+](=O)[O-])c2)N1CCc1ccccc1 (stereo unspecified)	41%	6%	3%	6.8%	24%

Screening results: PubChem, Southern Research Specialized Biocontainment Screening Center
